# Assay outcomes deposited in PubChem BioAssay by National Center for Advancing Translational Sciences (NCATS).
# FBPA Giardia inh: qHTS Assay for Inhibitors of Fructose-1,6-bisphosphate Aldolase from Giardia Lamblia. A8B2U2. 0.71% of 290,000 active. Potency, µM (titrated, usually from 59.6 µM), without a hit: at the highest dose activity, negative = inhibition, actives largely listed as inhibitors. purified Giardia FBPA; also: potency is read from the fitted curve at half-maximal effect; nearly all actives have a fitted effect of over 55% in size
# Target sequence (A8B2U2 whole entry, looked up): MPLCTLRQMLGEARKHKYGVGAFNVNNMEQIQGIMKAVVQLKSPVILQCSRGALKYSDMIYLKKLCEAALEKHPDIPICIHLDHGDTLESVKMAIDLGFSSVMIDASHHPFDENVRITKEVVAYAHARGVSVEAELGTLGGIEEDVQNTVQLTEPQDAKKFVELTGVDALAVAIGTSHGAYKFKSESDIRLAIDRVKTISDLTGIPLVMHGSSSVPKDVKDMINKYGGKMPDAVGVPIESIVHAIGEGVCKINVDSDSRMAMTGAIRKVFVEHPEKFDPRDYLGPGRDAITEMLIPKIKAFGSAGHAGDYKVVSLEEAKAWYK
#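 40 nM FBPA preincubated 10 min at RT with compound (up to 57.5 uM final), then substrate plus GAPDH/TPI/NAD/arsenate coupling and diaphorase/resazurin added. Fluorescence read after 20 min at RT, 525/598 nm.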
# Sm TGR block: qHTS Assay for the Inhibitors of Schistosoma Mansoni Peroxiredoxins; AID 485364, 2010; Schistosoma mansoni thioredoxin glutathione reductase (TGR), Q962Y6; Potency, µM (series often up to 114 µM), for the others: at the top dose activity change, negative = inhibition, actives largely listed as inhibitors; purified TGR, DTNB reduction, TNB absorbance 405 nm; 3% of 360,000 active; also: potency is read from the fitted curve at half-maximal effect; nearly all actives have a fitted effect of over 60% in size
#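 First, TGR (20 nM dispensed) and NADPH were mixed with compound. Second, a 15 min room-temperature incubation followed. Third, further NADPH and then DTNB were added to start the reaction. Finally, TNB absorbance was monitored kinetically.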
# AMA1-RON2 inh: qHTS for Inhibitors of AMA1-RON; Towards Development of Antimalarial Drug Lead: Primary Screen | Plasmodium falciparum AMA1 (3D7) - RON2 peptide interaction | AlphaScreen AMA1-biotinylated RON2 peptide binding | Potency, µM (series often up to 58.2 µM), for the others: at the highest dose activity change, negative = inhibition, most hits filed as inhibitors | 0.2% of 360,000 active | AID 720542, 2013;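 also: potency is read from the fitted curve at half-maximal effect; 0% = vehicle wells and -100% = peptide control; nearly all actives have a fitted effect of over 45% in size; some results filed as inactive show a strong effect at the top dose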
#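 AMA1 (3D7) with his tag at 25 nM final met compounds first, then biotinylated RON2 peptide at 25 nM; detection used donor plus acceptor beads, 10 µg/mL apiece, read by AlphaScreen after 30 min at room temperature.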
# HCMV antiviral: qHTS Assay for inhibitors of the human cytomegalovirus (HCMV) | HFF cells, HCMV-luciferase reporter, 72 h; hits give low values | activity change, negative = inhibition, % at 57.5 µM | 4.5% of 410,000 active | AID 1259415, 2018; in the data active = activity change below about -60%; inconclusive = no clear call, values can overlap the other calls; inactive = above about -39%
#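 Two compound doses tested in HFFs infected with HCMV-luciferase, MOI 1 PFU/cell, 72 h at 37C. Lysate luminescence read with OneGlo; data normalized against buffer-only and 10uM Salinomycin inhibitor controls.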
# AmpC inh detg: qHTS Inhibitors of AmpC Beta-Lactamase (assay with detergent). AmpC hydrolysis of nitrocefin, absorbance 480 nm, 0.01% Triton. Potency, µM (top dose mostly 114 µM), without a hit: top-dose activity change, negative = inhibition, most hits filed as inhibitors. 0.041% of 370,000 active. AID 485294, 2010;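 also: potency is read from the fitted curve at half-maximal effect; 0% = no-compound wells and -100% = no-enzyme wells; nearly all actives have a fitted effect of over 25% in size; some results filed as inactive show a strong effect at the top dose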
# Target sequence (P00811 whole entry, looked up): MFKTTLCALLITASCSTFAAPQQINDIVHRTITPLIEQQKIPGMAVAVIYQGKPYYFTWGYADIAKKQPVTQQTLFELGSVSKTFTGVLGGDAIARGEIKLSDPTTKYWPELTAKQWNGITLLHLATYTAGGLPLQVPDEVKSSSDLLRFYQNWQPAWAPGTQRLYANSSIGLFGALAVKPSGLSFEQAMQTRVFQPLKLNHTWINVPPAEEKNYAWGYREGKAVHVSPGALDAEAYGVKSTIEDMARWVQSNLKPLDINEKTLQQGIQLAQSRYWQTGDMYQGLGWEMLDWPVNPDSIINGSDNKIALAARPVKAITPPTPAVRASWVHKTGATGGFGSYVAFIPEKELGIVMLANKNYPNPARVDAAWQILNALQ
#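 20 mM phosphate pH 7.0 + 0.01% (detergent screen) or 0.0001% Triton X-100; 5.3 nM AmpC reagent; cpd preinc 15 min RT; nitrocefin (800 uM stock) to start; A480 q20 s × 4 min; Activity was normalised to no-enzyme and no-compound control wells.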
# AmpC inh no detg: qHTS Inhibitors of AmpC Beta-Lactamase (assay without detergent) | AmpC nitrocefin hydrolysis, absorbance 480 nm, 0.0001% Triton | Potency, µM (series often up to 57.1 µM), for the others: top-dose activity change, negative = inhibition, actives largely listed as inhibitors | 0.52% of 330,000 active | P00811;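 also: potency is read from the fitted curve at half-maximal effect; plate controls were no compound for no effect and no enzyme for full effect; nearly all actives have a fitted effect of over 20% in size; some results filed as inactive show a strong effect at the top dose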
#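 AmpC (5.3 nM in the dispensed reagent) in 20 mM phosphate pH 7.0 with 0.01% (detergent screen) or 0.0001% Triton X-100 was preincubated with compounds for 15 min at room temperature. Nitrocefin was then added from an 800 uM solution, and hydrolysis was followed at 480 nm.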
# * marks the source's active call; other numbers are inactive results; u = inconclusive; x = no result given; [ ] = dose if it differs, or a comment. Unless noted, calls follow the shape of the dose curve; as a rule, active = well fitted curve in the direction sought with a large enough effect; inconclusive = small, poorly fitted or top-dose-only effect, or another doubt; inactive = no such curve, though single readings can be large; an effect the other way counts as inactive or inconclusive. Unless noted, % is scaled to controls: 0 for no effect and ±100 for the full control effect.
SMILES,FBPA Giardia inh,Sm TGR block,AMA1-RON2 inh,HCMV antiviral,AmpC inh detg,AmpC inh no detg
COc1ccc(-c2nnc(SCC(=O)Nc3cccc(C(F)(F)F)c3)s2)cc1,x,2%,x,1,2%,x
CCOC(=O)[C@@H]1[C@H]2COc3ccccc3[C@@H]2N2C(=O)N(c3cccc(Cl)c3)C(=O)[C@]12C,5%,6%,-4%,-4,-15%,40%
Cc1cc(C)cc(OCC(=O)Nc2ccc(Cl)cc2C(=O)c2ccccc2)c1,x,2%,x,-8,11%,x
COc1ccc(CNC(=O)[C@H](C)NC(=O)C2CC(=O)N(c3ccc4c(c3)OCO4)C2)cc1 (stereo partly specified),10%,-2%,9%,-12,-14%,-15%
COc1cc(C(=O)N[C@@H](Cc2c[nH]c3ccccc23)C(=O)O)cc(OC)c1OC,-8%,-1%,3%,1,8%,-20%
CC(C)(C)C1CCC(OC(=O)C[N+]2(C)CCCC2)CC1 (stereo unspecified),3%,5%,-1%,-28,2%,14%
Nc1cc(=O)[nH]c(SCC(=O)Nc2cccc(Cl)c2Cl)n1,-4%,2%,5%,11,6%,-29%
Cn1cc(Br)c(C(=O)N2CCN(c3cccc(Cl)c3)CC2)n1,-1%,u,-10%,-29,10%,59%
CCc1ccc(C(=O)NC(=S)Nc2ccccc2N2CCOCC2)cc1,-9%,1%,50%[activator],x,-21%,-2%
O=C(N/N=C/c1ccc(-c2cccc([N+](=O)[O-])c2)o1)[C@H]1C[C@@H]1c1ccccc1,-2%,-8%,-2%[2.32 µM],u,-1%,-59%
CCCc1ccc2oc(C(=O)N(C)CCn3ccnc3C)c(C)c2c1,-5%,5%,6%,-25,-8%,59%
CC1CCCC(C)N1C(=O)COC(=O)CNC(=O)C12CC3CC(CC(C3)C1)C2 (stereo unspecified),x,2%,1%,-23,-15%,-10%
COC(=O)c1ccccc1NC(=O)c1ccc(Cn2cc(Cl)cn2)o1,x,-2%,-7%,-22,u,-30%
Cc1ccc(-c2cc(-c3ccc(C)cc3O)[nH]n2)cc1,8%,9%,159%[activator],293,-5%,-37%
Oc1ccc(/C=N/NC(=S)N/N=C/c2ccc(O)cc2)cc1,17%,x,106%[activator],u,-2%,-43%

# Compound profiles, as listed above. Values in the order: FBPA Giardia inh | Sm TGR block | AMA1-RON2 inh | HCMV antiviral | AmpC inh detg | AmpC inh no detg
# COc1cc(C(=O)N[C@@H](Cc2c[nH]c3ccccc23)C(=O)O)cc(OC)c1OC is entered as -8% | -1% | 3% | 1 | 8% | -20%
# CC1CCCC(C)N1C(=O)COC(=O)CNC(=O)C12CC3CC(CC(C3)C1)C2 (stereo unspecified) is entered as x | 2% | 1% | -23 | -15% | -10%

# (listing goes on)
SMILES,FBPA Giardia inh,Sm TGR block,AMA1-RON2 inh,HCMV antiviral,AmpC inh detg,AmpC inh no detg
COc1ccc2[nH]cc(C(=O)CCl)c2c1,-3%,2.8µM*,-10%,-100*,-14%,-49%
CN(C)c1ccc(/C=C/c2c([N+](=O)[O-])c(=O)n(C)c(=O)n2C)cc1,2%,12%,-7%,-12,5%,-7%
Cc1nc2sc(-c3ccccc3)cc2c(=O)n1N,2%,4%,38%[activator],0,3%,-6%
COc1ccc(-c2nnc(SCC(=O)N3CCN(c4ccccc4)CC3)o2)cc1OC,0%,-13%,17%,-24,u,-13%
CCCOC(=O)c1c(NC(=O)C2c3ccccc3Oc3ccccc32)sc2c1CCC(C)C2 (stereo unspecified),x,-3%,x,0,24%,x
O=c1[nH]c(CO)nc2c1oc1ccccc12,-9%,-19%,-19%,-3,2%,-15%
COC(=O)c1cnn2c(C(F)(F)F)cc(-c3ccco3)nc12,-1%,u,18%,87,u,-34%
CCCCSc1nc(C)c(CC(=O)O)c(=O)[nH]1,-13%,-2%,-4%,12,u,-15%
COCc1ccc(CN2CCCC(CO)(Cc3ccccc3)C2)o1 (stereo unspecified),5%,-28%,-2%,-30,7%,-3%
CN(CCOCCOc1ccc(F)cc1)Cc1ccccc1,u,1%,-17%,-7,-10%,-5%
Cc1cccc(C(C)C)c1NC(=O)CN1C(=O)NC2(CCc3ccccc32)C1=O (stereo unspecified),x,-3%,0%,-2,1%,-16%
COc1ccc(CCC(=O)Nc2ncc(C)s2)cc1,1%,-7%,7%,27,1%,-20%
CCC(C(=O)OCC(=O)Nc1c(C)n(C)n(-c2ccccc2)c1=O)c1ccccc1 (stereo unspecified),0%,0%,11%,4,-2%,1%
FC(F)Sc1ccc(NC(=S)NC2CCC(NC(=S)Nc3ccc(SC(F)F)cc3)CC2)cc1 (stereo unspecified),-1%,-5%,-5%,-5,-5%,-23%
Cc1ccc(NC(=O)CN2C(=O)c3ccccc3S2(=O)=O)cc1C,-3%,3%,19%,u,0%,-40%
CCOCCCNC(=O)Cc1ccc(OC)c(OC)c1,-7%,-2%,3%,10,-17%,-4%
Cn1c(=O)c2c(nc(Br)n2Cc2ccc3ccccc3c2)n(C)c1=O,-6%,-26%[11.4 µM],-11%,-14,u,45%
O=C(O)c1cccc2cc(-c3ccccc3)oc(=O)c12,2%,2%,-5%,-29,-18%,-10%
CN(C(=O)CSc1nc2ccc(Br)cc2c(=O)n1Cc1ccco1)C1CCS(=O)(=O)C1 (stereo unspecified),0%,-12%,10%,15,-3%,-11%
Cc1[nH][nH]c(=O)c1C=NCc1ccc(Cl)cc1,4%,6%,2%,-30,u,0%
S=C(Nc1ccccc1)Nc1ccc(OCc2ccccc2)cc1,0%,2%,8%,0,-2%,-25%
Cc1nc(N2CCN(Cc3ccc4c(c3)OCO4)CC2)[nH]c(=O)c1C,-4%,12%,-4%,-20,-4%,-8%
c1ccc2c(-c3nnc4n3CCCCC4)c[nH]c2c1,0%,-6%[11.4 µM],12%,-30,u,-6%
CCN(Cc1ccncc1)C(=O)CC1C(=O)NCCN1Cc1ccc(F)c(F)c1 (stereo unspecified),-26%,u,7%,-78*,2%,-1%
O=C(N/N=C/c1ccc(N2CCOCC2)cc1)C1CC1,3%,18%,12%,-14,3%,-10%
C=CC(C)C(C(=O)c1ccccc1)N(C)C (stereo unspecified),5%,-5%,0%,0,2%,-25%
COc1ccc(Cl)cc1NC(=S)N(Cc1ccccc1C)CC1CCC(C(=O)O)CC1 (stereo unspecified),-9%,-4%,6%,-17,2%,-7%
CCOC(=O)C1=C(C)Nc2ccccc2N=C1NC(=O)c1cccc(S(=O)(=O)N(C)C)c1,6%,-3%[11.4 µM],-9%,43,-15%,-14%
O=C(COC(=O)C1CCN(S(=O)(=O)c2cccs2)CC1)NCc1ccc(F)cc1,6%,9%,5%,-7,3%,2%
Cc1ccc(C(=O)COC(=O)CCN2C(=O)C3C4CCC(C4)C3C2=O)cc1[N+](=O)[O-] (stereo unspecified),x,-4%,-2%,0,1%,53%
COc1ccc(CCNCC(=O)Nc2ccc(C(=O)N3CCCCC3)cc2)cc1,u,-8%,-16%,u,-9%,48%
COc1cccc(NC(=O)CSCc2cc(=O)c3ccc(C)c(C)c3[nH]2)c1,x,-3%,x,10,5%,x
Cc1nnc(SCc2cccc([N+](=O)[O-])c2)[nH]c1=O,1%,-9%,5%,-81*,-2%,-18%
O=C(O)c1ccc(NC(=O)c2ccc3c(c2)C(=O)N(c2ccccc2)C3=O)cc1,-8%,20%,-15%,8,-4%,-11%
O=C(Nc1cccc(-c2cscn2)c1)C1CCN(Cc2ccc(CO)o2)CC1,x,u,6%,-2,-5%,-10%
Cc1ccc2c(c1)[nH]c1c(=O)n(Cc3ccccn3)cnc12,4%,6%,-5%,53,-12%,-9%
O=C(C[n+]1ccc(Cc2ccccc2)cc1)Nc1ccc([N+](=O)[O-])cc1Cl,-4%,-16%[57.1 µM],-2%,46,2%,39%
O=C1c2ccccc2C(=O)N1CCCc1c[nH]c2ccc(Cl)cc12,-4%,2%,-6%,u,-13%,2%
Cc1ccc(C(=O)CCC(=O)Nc2ncccc2O)cc1,x,-3%,17%,-14,-24%,-8%
O=C(COC(=O)CCc1ccc(S(=O)(=O)N2CCOCC2)cc1)NC(=O)NC1CCCCC1,-3%,7%,19%,-24,0%,45%
CC(=O)Nc1sc(C)c(C)c1C(=O)OCC(=O)Nc1ccc(S(N)(=O)=O)cc1,x,x,-13%,-22,x,-4%

# Entries listed so far with four or more nitrogen atoms, in the order listed:
SMILES,FBPA Giardia inh,Sm TGR block,AMA1-RON2 inh,HCMV antiviral,AmpC inh detg,AmpC inh no detg
Nc1cc(=O)[nH]c(SCC(=O)Nc2cccc(Cl)c2Cl)n1,-4%,2%,5%,11,6%,-29%
Cn1cc(Br)c(C(=O)N2CCN(c3cccc(Cl)c3)CC2)n1,-1%,u,-10%,-29,10%,59%
Oc1ccc(/C=N/NC(=S)N/N=C/c2ccc(O)cc2)cc1,17%,x,106%[activator],u,-2%,-43%
CN(C)c1ccc(/C=C/c2c([N+](=O)[O-])c(=O)n(C)c(=O)n2C)cc1,2%,12%,-7%,-12,5%,-7%
COc1ccc(-c2nnc(SCC(=O)N3CCN(c4ccccc4)CC3)o2)cc1OC,0%,-13%,17%,-24,u,-13%
FC(F)Sc1ccc(NC(=S)NC2CCC(NC(=S)Nc3ccc(SC(F)F)cc3)CC2)cc1 (stereo unspecified),-1%,-5%,-5%,-5,-5%,-23%
Cn1c(=O)c2c(nc(Br)n2Cc2ccc3ccccc3c2)n(C)c1=O,-6%,-26%[11.4 µM],-11%,-14,u,45%
Cc1nc(N2CCN(Cc3ccc4c(c3)OCO4)CC2)[nH]c(=O)c1C,-4%,12%,-4%,-20,-4%,-8%
c1ccc2c(-c3nnc4n3CCCCC4)c[nH]c2c1,0%,-6%[11.4 µM],12%,-30,u,-6%
CCN(Cc1ccncc1)C(=O)CC1C(=O)NCCN1Cc1ccc(F)c(F)c1 (stereo unspecified),-26%,u,7%,-78*,2%,-1%
CCOC(=O)C1=C(C)Nc2ccccc2N=C1NC(=O)c1cccc(S(=O)(=O)N(C)C)c1,6%,-3%[11.4 µM],-9%,43,-15%,-14%
Cc1nnc(SCc2cccc([N+](=O)[O-])c2)[nH]c1=O,1%,-9%,5%,-81*,-2%,-18%
Cc1ccc2c(c1)[nH]c1c(=O)n(Cc3ccccn3)cnc12,4%,6%,-5%,53,-12%,-9%

# Rows were taken by chance (roughly 7.8% active in at least one column).
